TWEAK Fn14 block: blocks TWEAK-Fn14 interaction in a reporter cell assay. inhibition, % at 10 µM. 360,000 compounds, 2% hits. AID 1159606. TWEAK-stimulated Fn14 reporter cells, luciferase luminescence, 8 h; in the data active = inhibition above about 50%
TROY signal inh: TROY signaling inhibition; 360,000 compounds, 0.98% hits; Q293 LMP1-TROYcd NF-kB luciferase reporter, 4 h; inhibition, % at 10 µM;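 active = compounds whose plate-normalised and pattern-corrected inhibition of the luciferase reporter signal at the single screening dose is 50% or more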
C8 TRAIL sens: sensitizes caspase-8 expressing cells to TRAIL. 360,000 compounds, 1% hits. inhibition (viability loss, TRAIL sensitization), % at 10 µM. NB7+C8 cells + TRAIL, ATPlite viability luminescence;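 active = compounds causing at least 50% loss of cell viability in the single-dose screen, relative to plate controls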
NR2E3 ag-1: activates human NR2E3 receptor; Q9Y5X4; CHO-S Gal4-NCOR/VP16-NR2E3 two-hybrid, luciferase; inhibition of corepressor binding, % at 3.98 µM; 360,000 compounds, 0.35% hits; AID 602229;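 active = inhibition above the mean of all tested compounds plus 3 SD, cut at about 70% in these data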;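 note: 0% = DMSO with NR2E3 transfected cells and 100% = cells lacking NR2E3 construct; higher means lower luciferase signal from less NR2E3 corepressor binding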
Target sequence (Q9Y5X4 whole entry, looked up, the tested form may be a part): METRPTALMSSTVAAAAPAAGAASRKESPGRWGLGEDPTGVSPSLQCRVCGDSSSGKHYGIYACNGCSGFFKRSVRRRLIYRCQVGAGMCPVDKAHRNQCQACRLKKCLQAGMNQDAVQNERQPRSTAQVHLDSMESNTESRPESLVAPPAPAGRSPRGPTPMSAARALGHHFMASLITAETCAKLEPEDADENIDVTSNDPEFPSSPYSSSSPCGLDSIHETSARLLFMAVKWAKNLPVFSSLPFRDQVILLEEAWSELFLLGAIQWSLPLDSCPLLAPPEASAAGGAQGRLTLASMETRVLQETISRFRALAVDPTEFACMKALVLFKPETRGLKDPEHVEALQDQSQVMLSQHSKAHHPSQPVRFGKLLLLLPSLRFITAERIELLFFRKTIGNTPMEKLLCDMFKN
HIF-2a inh: HIF-2a inhibition; 360,000 compounds, 0.72% hits; AID 624352; 786-0 RCC cells HIF-2a reporter, luciferase luminescence, overnight; inhibition, % at 18.8 µM;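 active = inhibition of the luminescence signal of 40% or more relative to plate controls, in a single-dose primary screen at 18.75 µM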
Peg3 promoter: Peg3 promoter activity inhibition; HeLa PEG-Prom luciferase reporter, luminescence, overnight; 360,000 compounds, 1.7% hits; inhibition, % at 20 µM;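 active = inhibition of at least 50% at 20 µM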
NR2E3 ag-2: agonists of human nuclear receptor NR2E3; Q9Y5X4; GST-NR2E3/biotin-RetCOR TR-FRET, 1536-well; inhibition of corepressor binding, % at 4.78 µM; 320,000 compounds, 0.12% hits; AID 2300;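 active = percent inhibition above the cutoff of mean plus 3 SD of all tested compounds, set per screening campaign, cut at about 20% in these data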;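 note: 0% = DMSO wells and 100% = biotin wells as full block of FRET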
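Assay system: NR2E3–RetCOR corepressor complex. Quantity: 1.35 nM GST-NR2E3. Buffer or medium: pH 7.5 Tris-based buffer. Reagent: biotinylated RetCOR corepressor at 7 nM final. Schedule: 5 h at 4 °C. Detection: TR-FRET, emission read at 617 and 671 nm. Replicates: one well per compound, singlicate testing.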
CF NFkB block: blocks PAF-induced NF-kB reporter in cystic fibrosis cells | KKLEB NF-kB-GFP reporter, GFP fluorescence overnight | inhibition, % at 5 µM | 360,000 compounds, 0.86% hits;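 active = at least 50% inhibition at 5 µM, scaled per plate between neutral and stimulator controls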;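 note: PAF is a Pseudomonas aeruginosa culture filtrate used as stimulus; plate controls were PAF-stimulated DMSO wells for no effect and unstimulated DMSO wells for full effect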
TRPM1 prom inh: inhibitors of MITF-driven TRPM1 promoter in melanoma cells | SK-MEL-5 TRPM1 promoter luciferase, 24 h | inhibition, % at 12.5 µM | 330,000 compounds, 0.83% hits;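 active = mean inhibition across replicates of 60% or more, whatever share of single replicates reaches that level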; note: values of inactives mirror those of a sister screen read the other way
KKLEB cytotox: reduces viability of KKLEB cystic fibrosis airway cells; KKLEB CF airway cells viability, ATPlite luminescence, overnight; active compounds read low; cells stimulated with P. aeruginosa culture filtrate; activity change (cytotoxicity), % at 5 µM; 360,000 compounds, 0.36% hits; AID 602141;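 active = corrected activity change at or below -50% at 5 µM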
Shn3 inh set2: inhibitors of Schnurri-3 3'UTR reporter in osteoblasts | Clone20 osteoblast Shn3 3'UTR firefly luciferase, 24 h | inhibition, % at 12.5 µM | 360,000 compounds, 0.52% hits;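 active = mean inhibition of at least 75% with every replicate also reaching 75%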;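 note: 0% = median of neutral control wells and 100% = pilot-screen positive control compound; some compounds past the cut are filed as inactive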
Active calls of the source: *; · = not tested or not shown. An excerpt; count on the stated rates, not on these rows.

The first three records, to show the layout:
item	canonical_smiles	HIF-2a inh	C8 TRAIL sens	KKLEB cytotox	TWEAK Fn14 block	TROY signal inh	Shn3 inh set2	NR2E3 ag-1	CF NFkB block	TRPM1 prom inh	NR2E3 ag-2	Peg3 promoter
1	O=C1NC(=O)C2(CCCc3ccc(N(CCCl)CCCl)cc32)N1 (configuration not stated)	8	-4	-1	14	3	4	1	-5	12	·	-8
2	COc1ccc(C(CNC(=O)CCc2ccsc2)N(C)C)cc1 (configuration not stated)	3	-1	5	4	-19	-22	-26	-9	-1	5	-2
3	COC(=O)C1=C(c2ccc(F)cc2OCc2ccccc2)C[C@@H]2CC[C@H]1N2C(=O)NCc1ccc(F)cc1	9	5	-2	-5	-12	31	-20	-2	-2	4	15

The list itself, from the first entry:
item	canonical_smiles	HIF-2a inh	C8 TRAIL sens	KKLEB cytotox	TWEAK Fn14 block	TROY signal inh	Shn3 inh set2	NR2E3 ag-1	CF NFkB block	TRPM1 prom inh	NR2E3 ag-2	Peg3 promoter
1	O=C1NC(=O)C2(CCCc3ccc(N(CCCl)CCCl)cc32)N1 (configuration not stated)	8	-4	-1	14	3	4	1	-5	12	·	-8
2	COc1ccc(C(CNC(=O)CCc2ccsc2)N(C)C)cc1 (configuration not stated)	3	-1	5	4	-19	-22	-26	-9	-1	5	-2
3	COC(=O)C1=C(c2ccc(F)cc2OCc2ccccc2)C[C@@H]2CC[C@H]1N2C(=O)NCc1ccc(F)cc1	9	5	-2	-5	-12	31	-20	-2	-2	4	15
4	CN(C)CC#CCOCCOCCC#N	9	-11	10	-15	-19	1	-2	-8	-4	0	14
5	O=c1[nH]c(=O)n(Cc2ccccc2)c(O)c1/C=N/NCCO	24	4	-18	1	3	10	-21	15	·	1	11
6	COc1ccccc1N1C(=O)NC(=O)C2(Cc3cc(C)ccc3N(C)C2)C1=O (configuration not stated)	15	-5	7	2	-1	1	13	-6	17	2	-4
7	C/C(CCc1c[nH]c2ccccc12)=N\O	-41	5	-7	-12	-7	-22	-24	12	-10	1	0
8	CC1(C)C(c2ccccc2)=NC(c2cccnc2)N1O (configuration not stated)	6	-29	-13	1	-6	0	3	-5	-2	1	6
9	COc1ccc(C(=O)C2CCCN(Cc3cnc(C)s3)C2)cc1OC (configuration not stated)	17	-1	0	-14	19	9	-3	-4	6	1	12
10	COC(/C(C)=C/C=C/C(C)=C/c1coc(C)n1)C(C)C1CC(O)C2(C)OC2C=CC(C)C2CC(CC(=O)O2)CC2OC2C(=O)O1 (configuration not stated)	29	13	-14	34	6	12	-21	32	65*	·	-17
11	CCC(=O)CC(c1ccc([N+](=O)[O-])cc1)c1c(O)c2ccccc2oc1=O (configuration not stated)	9	4	0	-1	5	1	15	3	-5	2	14
12	Cc1ccc(Cl)cc1N1CCN(CCN)CC1	-1	2	2	16	-2	1	18	-5	-2	-1	9
13	Cc1cc(C)cc(N2C(=O)NC(=O)/C(=C\c3cccn3-c3ccc(Cl)cc3)C2=O)c1	15	4	4	103*	53*	30	-6	20	51	5	104*
14	CN1C(=O)C(C2c3ccccc3C(=O)N2Cc2ccc([N+](=O)[O-])cc2)C(=O)N(C)C1=O (configuration not stated)	7	-14	5	10	-22	-44	-1	4	1	-5	1
15	CC(C(=O)Nc1ccc(Br)cc1C(=O)c1ccccc1)N1CCOCC1 (configuration not stated)	21	0	-1	-7	-13	-10	-7	-5	-12	0	24
16	Cc1[nH]c2ccccc2c1C(=O)CN1CC=C(c2ccccc2)CC1	2	2	-7	19	9	-6	-1	16	12	-1	-2
17	CCOC(=O)c1c(-c2ccc(OC)cc2)oc2ccc(OC(=O)N(C)C)cc12	13	2	-26	28	-7	40	-47	-8	11	-2	13
18	COc1cccc(OC)c1C(=O)Nc1nc(N)n(-c2ccccc2)n1	18	-1	0	1	-8	-23	11	8	-2	-1	16
19	C=C(C)c1cccc(C(C)(C)NC(=O)NC2CN3CCC2CC3)c1 (configuration not stated)	6	6	-11	3	-4	-1	-6	-3	4	-1	-13
20	CCC(C)C(NC(=O)CCCNC(=O)CCC(=O)OC1O[C@H]2OC3(C)CC[C@H]4[C@H](C)CCC(C1C)C24OO3)C(=O)O (some centres not stated)	-2	40	6	45	1	87*	95*	7	43	2	47
21	Cc1c(N=Nc2c(O)[nH]c(=S)[nH]c2=O)c(=O)n(-c2ccccc2)n1C	21	7	5	-9	13	10	-14	7	8	-4	0
22	CCn1c(C)c(C(=O)O)c2cc(OC)ccc21	4	-11	-4	-5	-16	-7	-6	20	-1	4	6
23	CC(=NCc1cccnc1)c1c(O)n(Cc2ccccc2)c(=O)[nH]c1=O	12	9	-10	8	14	-8	-11	-1	9	-2	5
24	O=C1NCN(c2ccccc2)C12CCN(C(CCc1ccccc1)c1nnnn1Cc1ccccc1)CC2 (configuration not stated)	-45	4	-39	42	31	19	-10	23	·	·	59*
25	COC(=O)C1=C(c2cccc(OCc3ccccc3)c2)C[C@@H]2CC[C@H]1N2C(=O)NCc1cccc(OC)c1	12	1	-16	21	19	17	-1	12	-7	-1	23
26	CNP(=O)(Oc1ccccc1)OC12CC3CC(CC(C3)C1)C2 (configuration not stated)	10	-6	15	1	0	-7	13	2	10	1	17
27	COc1ccc(CNCCc2c[nH]c3ccccc23)cc1OC	5	5	2	-2	-5	-10	-21	-1	-8	6	-16
28	Cc1cccc(NC(=S)N2CC3CC(C2)c2cccc(=O)n2C3)c1C (configuration not stated)	5	2	1	16	22	-2	0	-5	1	4	9
29	COc1cc(N2CCOCC2)ccc1/C=C1\C(=O)NC(=O)N(Cc2cccs2)C1=O	21	-1	-9	12	15	5	6	1	0	0	8
30	CCC(=NCc1ccco1)c1c(O)n(-c2ccccc2C)c(=O)[nH]c1=O	17	-3	3	-16	8	-2	-19	-5	1	3	10
31	C1=NCCCN2CCCCC12 (configuration not stated)	22	-1	-13	13	0	15	-5	13	·	·	-9
32	COc1ccc(NC(=S)NC(NC(=O)CF)C(Cl)(Cl)Cl)cc1[N+](=O)[O-] (configuration not stated)	10	-2	3	20	22	-18	-27	-11	5	1	14
33	O=[N+]([O-])c1cccc(O)c1	3	-12	10	3	-4	15	-12	8	-6	3	0
34	CN1CCN(Cc2ccccc2Sc2ccccc2)CC1	11	11	-6	-8	-25	-2	-27	5	1	-2	6
35	COC(=O)C1=C(c2cccc(C#N)c2)C[C@@H]2CC[C@H]1N2C(=O)NCCO	16	10	-5	8	6	9	-14	-16	-8	1	2
36	CC(=O)c1ccc2c(c1)C1C(Cl)C(Sc3ccccc3[N+](=O)[O-])CC1C(c1ccccc1)N2 (configuration not stated)	18	-19	-1	-8	-2	8	11	7	14	-22	23
37	CCC(CC)NCc1c[nH]c2ccccc12	6	1	-7	18	3	0	-47	14	2	2	11
38	O=C(O)CCC(=O)NCCC1=c2ccccc2=N/C1=C\c1c(O)n(Cc2ccc(F)cc2)c(=S)[nH]c1=O	-28	-3	-5	-1	10	5	-25	24	25	0	-21
39	COc1ccc(CC2(CCc3ccncc3)C(=O)NC(=O)NC2=O)c(OC)c1	9	-4	2	-16	47	10	8	-22	8	0	-6
40	Cc1cc(C=C2C(=O)NC(=S)NC2=O)c(C)n1C1CCCC1	-43	-2	12	-7	2	-47	-30	7	-35	3	21
41	O=C(COc1ccc(S(=O)(=O)N2CCCCC2)cc1)N1CCN(Cc2ccccc2)CC1	7	-1	11	4	24	20	-7	-7	13	1	18
42	Cc1nc2ccccc2c(=O)n1-c1ccc(Cl)cc1[N+](=O)[O-]	3	-3	1	13	2	-6	-59	4	4	2	9
43	Cc1cc(C)c(C)c(C(O)(C(=O)O)c2ccccc2)c1 (configuration not stated)	10	-5	5	-4	-14	-36	-1	2	·	·	8
44	Cc1ccccc1CCNCc1ccc(Br)cc1	4	2	0	1	-6	11	-13	-3	6	1	-1
45	N=C1c2ccccc2CN1NC(=O)c1ccco1	6	1	10	-2	-12	-4	11	-12	-3	·	-3
46	COc1ccc(-c2nc3ccccc3n2OC(=O)N(C)C)cc1	-89	10	-8	15	-20	-16	-16	2	-10	1	-23
47	O=C(CF)NC(Nc1cccc2cccnc12)C(Cl)(Cl)Cl (configuration not stated)	23	-5	-32	-5	-3	11	20	3	10	-4	11
48	CC(=O)NC(C)Cc1ccccc1 (configuration not stated)	14	-1	10	81*	·	-1	17	-4	4	4	5
49	COC(=O)C1=C(c2ccc(OCc3ccccc3)cc2)C[C@@H]2CC[C@H]1N2C(=O)NCc1cccc(OC)c1	7	11	0	36	12	35	3	17	-2	1	-6
50	C=CC(C)C(C(=O)c1ccccc1)N(C)C (configuration not stated)	14	-2	7	-8	1	10	-37	-10	5	2	13
51	COC(=O)C1=C(c2ccc(S(C)(=O)=O)cc2)C[C@@H]2CC[C@H]1N2C(=O)NCc1ccco1	-13	-17	-8	9	-6	-5	-9	-28	4	4	-19
52	O=C(c1ccco1)c1cn(Cc2ccc(Cl)cc2)c2ccccc12	-58	-6	-8	-46	8	7	-12	8	-11	3	-7
53	Cn1c(O)c(C=NCc2cccs2)c(=O)n(C)c1=O	2	-13	6	3	0	7	15	-15	-9	3	9
54	CC(C)(C)n1cc(C(=O)c2ccccc2OCCCF)cn1	10	-1	-4	10	0	-21	-4	-6	-15	-2	3

High-throughput results from PubChem.
